# Bioassay records: PubChem, several laboratories
# SRC2 TRFRET art: flags TR-FRET format artefacts in PPARgamma SRC-2 recruitment agonist screen. TR-FRET artefact counter-screen; active compounds read high. TR-FRET ratio at 8 µM. 200,000 tested, 0.4% active; in the data active means TR-FRET ratio above about 2000; further: inactives centre near 1500
# TNAP act hi DEA: activators of human TNAP at high phosphate acceptor concentration; activation factor at 20 µM; AID 1136; 200,000 tested, under 10 active; P05186; purified TNAP, CDP-star luminescence, 1 M DEA, 30 min; active compounds read high; 0 = EDTA background, 1 = DMSO-only activity;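 active means activation factor at least 2 at 20 µM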
# Target sequence (P05186 whole entry, looked up): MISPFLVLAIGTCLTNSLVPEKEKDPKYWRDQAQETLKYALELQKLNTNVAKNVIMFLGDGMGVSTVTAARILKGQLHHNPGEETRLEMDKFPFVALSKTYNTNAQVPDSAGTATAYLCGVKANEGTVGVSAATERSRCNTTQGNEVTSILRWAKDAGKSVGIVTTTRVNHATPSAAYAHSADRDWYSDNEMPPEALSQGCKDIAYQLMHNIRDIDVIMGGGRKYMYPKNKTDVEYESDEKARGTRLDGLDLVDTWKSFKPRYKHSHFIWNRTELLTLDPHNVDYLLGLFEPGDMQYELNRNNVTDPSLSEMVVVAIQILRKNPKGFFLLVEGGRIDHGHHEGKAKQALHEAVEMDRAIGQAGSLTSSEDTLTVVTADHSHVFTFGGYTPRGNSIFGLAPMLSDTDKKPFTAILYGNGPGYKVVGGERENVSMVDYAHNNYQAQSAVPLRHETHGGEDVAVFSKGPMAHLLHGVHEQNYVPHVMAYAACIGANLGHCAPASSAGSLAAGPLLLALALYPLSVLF
#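 system = human TNAP | amount = enzyme diluted 1/800 final | reagent = 100 µM CDP-star substrate | signal = luminescent substrate turnover signal | dosing = one dose, 20 µM | benchmarks = EDTA negative control, DMSO positive control | measure = activation factor | timing = 30 min reaction, room temperature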
# bIAP activator: intestinal alkaline phosphatase (bovine) activation. purified bovine IAP, CDP-star luminescence, 30 min; active compounds read high; fold of DMSO-control signal, blank-subtracted. 200,000 tested, 0.17% active. activation factor at 20 µM. AID 1016;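 active means activation factor of 2 or more at 20 µM, a signal rise over negative controls twice the positive control's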
# TNAP inh hi DEA: inhibitors of human TNAP at high phosphate acceptor concentration. 200,000 tested, 0.03% active. purified TNAP, CDP-star luminescence, 1 M DEA. inhibition, % at 20 µM. P05186. AID 1135;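 active means over 50% inhibition of tissue-nonspecific alkaline phosphatase at 20 µM in the single-dose screen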;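 further: plate controls were DMSO wells for no effect and EDTA-quenched wells as full inhibition for full effect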
# PPARg SRC3 recr: agonists of human PPARgamma SRC-3 coactivator recruitment | P37231 | biochemical PPARgamma/SRC-3 coactivator recruitment assay | activation, % at 8 µM | 200,000 tested, 0.26% active | AID 731; in the data active means activation above about 23%;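 further: 0% = DMSO and 100% = reference agonist; some compounds past the cut are filed as inactive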
# Target sequence (P37231 whole entry, looked up): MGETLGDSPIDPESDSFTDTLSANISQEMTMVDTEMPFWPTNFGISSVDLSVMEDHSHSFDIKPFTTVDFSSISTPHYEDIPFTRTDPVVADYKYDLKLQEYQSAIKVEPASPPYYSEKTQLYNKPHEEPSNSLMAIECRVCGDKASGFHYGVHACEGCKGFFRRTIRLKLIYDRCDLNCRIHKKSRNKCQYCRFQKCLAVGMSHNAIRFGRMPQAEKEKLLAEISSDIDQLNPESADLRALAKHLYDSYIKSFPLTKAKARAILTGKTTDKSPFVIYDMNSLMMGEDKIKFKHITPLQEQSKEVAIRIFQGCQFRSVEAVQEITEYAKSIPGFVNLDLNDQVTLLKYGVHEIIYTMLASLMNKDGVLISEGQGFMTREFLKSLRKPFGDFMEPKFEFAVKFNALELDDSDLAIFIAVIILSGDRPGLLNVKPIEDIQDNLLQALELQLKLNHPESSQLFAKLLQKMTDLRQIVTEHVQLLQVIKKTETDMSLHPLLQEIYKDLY
# bIAP inh: blocks bovine intestinal alkaline phosphatase activity; purified bovine IAP, CDP-star luminescence, 30 min; inhibition, % at 20 µM; 190,000 tested, under 10 active; AID 1019;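 active means over 50% inhibition of intestinal alkaline phosphatase at 20 µM in the single-dose screen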
#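 test system = bovine IAP enzyme | medium = DEA buffer 100 mM, pH 9.8, with MgCl2 1.0 mM, ZnCl2 0.02 mM | detection = luminescence | dosing = single compound dose of 20 µM, 2% DMSO final | incubation = 30 min reaction at room temperature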
# Efa HMGR inh: E. faecalis class II HMG-CoA reductase inhibition; purified E. faecalis HMGR, NADPH absorbance 340 nm kinetic; inhibition, % at 10 µM; 190,000 tested, 0.41% active; AID 1066;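 active means inhibition above a set limit, the median over all tested compounds plus 3 SD, cut at about 9.5% in these data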;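 further: enzyme runs in reverse so mevalonate oxidation gives rising NADPH absorbance; 0% = complete reaction with DMSO and 100% = background rate lacking mevalonate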
# PPARg SRC-1 ag: promotes SRC-1 coactivator recruitment by human PPARgamma. activation, % at 8 µM. AID 631. PPARgamma-SRC-1 coactivator recruitment biochemical assay. P37231. 200,000 tested, 0.41% active; in the data active means activation above about 19%;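 further: 0% = DMSO and 100% = reference agonist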
# TNAP inh no acc: inhibitors of human TNAP without phosphate acceptor; purified TNAP, CDP-star luminescence, 30 min; inhibition, % at 20 µM; 200,000 tested, 0.26% active; AID 1012;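 active means tissue-nonspecific alkaline phosphatase inhibition above about 50% at 20 µM in the single-dose screen, limit read from the data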;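 further: 0% = DMSO negative control and 100% = EDTA positive control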
# PPARg SRC-2 ag: PPARgamma-driven SRC-2 recruitment agonism | P37231 | PPARgamma LBD-SRC-2 recruitment, biochemical | activation, % at 8 µM | 200,000 tested, 0.34% active; in the data active means activation above about 22%;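 further: 0% = vehicle and 100% = reference agonist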
# * marks the source's active call; other numbers are inactive results; . = no result given. No enrichment for hits. About 1.6% of those tested had a hit in this group.
SMILES,SRC2 TRFRET art,TNAP act hi DEA,bIAP activator,TNAP inh hi DEA,PPARg SRC3 recr,bIAP inh,Efa HMGR inh,PPARg SRC-1 ag,TNAP inh no acc,PPARg SRC-2 ag
CCc1nc(SCc2ccc([N+](=O)[O-])cc2)n[nH]1,1514,1,1,-4,-2,-3,-1,-3,5,3
CC(C)CCN1CC(O)=C(c2nc3ccccc3[nH]2)C1=N,1592,1.1,1.1,-12,7,-8,-1,6,-100,8
C/C(=N\NC(=O)CN(c1ccc(Oc2ccccc2)cc1)S(C)(=O)=O)C(C)(C)C,1376,1,1.1,-1,3,-14,-4,-2,-14,-1
N#CC1=C(N)OC2=C(C(=O)CCC2)C1C1C=CCCC1 (stereo not given),1572,1,0.9,1,-10,14,2,7,-9,11
COc1ccc(NC(=O)CSC2=C(C#N)C(c3ccco3)C(C(=O)Nc3nc4ccccc4s3)=C(C)N2)cc1 (stereo not given),1819,.,.,.,6,.,.,7,.,9
O=C(CN1CCN(Cc2ccccc2)CC1)N/N=C/C=C/c1ccccc1[N+](=O)[O-],1467,1,0.9,3,7,5,-9,17,-18,7
Cc1ccc(NC(=O)c2ccc3nc[nH]c3c2)cc1C,1482,1,0.8,-1,5,18,-2,1,-101,4
Cc1c(C(=O)N/N=C/c2ccc(O)cc2)sc(=S)n1C,1665,1,0.9,-1,-3,9,2,3,-9,3
CCOC(=O)CC1COc2ccccc2N1C(=O)c1ccc(C)cc1 (stereo not given),1418,1,0.9,-5,11,10,-5,4,-4,-6
CS(=O)(=O)N(CC(=O)NC1CCCCC1)c1cccc(Cl)c1,1459,1,1,1,-13,2,-1,0,-2,-2
CCOC(=O)N1CCN(CC(=O)Nc2cccc(Br)c2)CC1,1511,1,1,-2,-3,3,0,2,-13,2
C=CCC(C(=O)OC)(C(=O)OC)c1ccccc1[N+](=O)[O-],1512,1,1.1,-3,4,-15,3,1,-6,7
COc1ccc(NS(=O)(=O)c2ccc3c(c2)oc(=O)n3C)c(OC)c1,1506,1.1,1,-6,9,-2,1,-1,-15,5
CC(C)=CCN1CCNC(=O)C1CC(=O)NCc1nc(C)c(C)s1 (stereo not given),1409,1,1.1,-4,2,-11,-8,-1,-13,-5
O=C(NC(=S)Nc1c(Cl)ccc2nsnc12)c1ccco1,1641,1,0.9,-2,7,10,1,10,2,5
Cn1nnnc1SCc1c(F)cccc1F,1529,1,0.9,1,1,14,0,0,-7,2
CCCN1CCN(c2ncnc3c2nnn3Cc2ccccc2)CC1,1760,1,1.1,-4,3,-7,3,11,-7,6
CCc1nnc(NC(=O)CSc2nnc(-c3ccco3)n2C)s1,1574,1.1,1,-5,6,-2,4,3,-10,3
N#CNC(=Nc1cccc(F)c1)SCc1ccccc1,1427,1,1,1,-1,-3,-4,2,-6,1
c1ccc2c3c(cc(N4CCOCC4)c2c1)OC1(N2CCOCC2)CCCCC1O3 (stereo not given),1443,1,1.1,-3,3,-8,-3,3,-7,2
Cc1cc(C)c(C#N)c(Nc2ccccc2Cl)n1,1636,1.1,1,-5,5,2,1,0,-13,4
O=C(CSc1nc(C2CCCCC2)nc2ccccc12)N1CCCC1,1587,1,0.9,-4,-3,11,-3,-6,-10,2
COCCn1c(SCC(=O)N2CCc3ccccc3C2)nc2cc(Cl)ccc2c1=O,1492,1.1,0.9,-9,3,8,-7,-10,-4,-10
CCC1CCCCN1C(=O)Cn1nc([N+](=O)[O-])c(Cl)c1C (stereo not given),1558,1,0.9,-2,4,12,-1,10,2,-4
CCn1c(CNC(=O)c2ccc(OC)c(OC)c2)nnc1SCC(=O)c1ccc(OC)cc1,1478,1,1,1,-3,-2,-3,-3,-6,8
CCOc1ccc(NC(=O)CSc2nnc(Cn3cnc4ccccc43)n2C)cc1,1674,1,0.9,-4,1,7,5,1,2,7
Fc1ccc(-c2nc3ccccn3c2NCc2ccc3c(c2)OCO3)cc1,1517,1,1,-2,4,-1,0,3,-10,0
Cc1ccc(-c2c[nH]c(=S)n2-c2ccccc2F)cc1,1404,1,1.1,-4,-1,-9,2,7,-119,2
O=C(Nc1ccc(OC(=O)c2ccco2)cc1)c1ccco1,1573,1,0.9,-2,-8,12,-2,4,-9,8
Cc1cc(C(=O)COC(=O)c2nccnc2N)c(C)n1C,1834,1,1,-4,2,-1,-7,4,-2,6

# Molecules listed so far with two or more sulfur atoms (4):
SMILES,SRC2 TRFRET art,TNAP act hi DEA,bIAP activator,TNAP inh hi DEA,PPARg SRC3 recr,bIAP inh,Efa HMGR inh,PPARg SRC-1 ag,TNAP inh no acc,PPARg SRC-2 ag
COc1ccc(NC(=O)CSC2=C(C#N)C(c3ccco3)C(C(=O)Nc3nc4ccccc4s3)=C(C)N2)cc1 (stereo not given),1819,.,.,.,6,.,.,7,.,9
Cc1c(C(=O)N/N=C/c2ccc(O)cc2)sc(=S)n1C,1665,1,0.9,-1,-3,9,2,3,-9,3
O=C(NC(=S)Nc1c(Cl)ccc2nsnc12)c1ccco1,1641,1,0.9,-2,7,10,1,10,2,5
CCc1nnc(NC(=O)CSc2nnc(-c3ccco3)n2C)s1,1574,1.1,1,-5,6,-2,4,3,-10,3

# Later entries
SMILES,SRC2 TRFRET art,TNAP act hi DEA,bIAP activator,TNAP inh hi DEA,PPARg SRC3 recr,bIAP inh,Efa HMGR inh,PPARg SRC-1 ag,TNAP inh no acc,PPARg SRC-2 ag
Cc1ccc(C)n1NC(=O)c1ccccc1[N+](=O)[O-],1597,1,0.9,0,0,7,-4,4,0,6
Nn1c(=O)[nH]c2ccccc2c1=O,1621,1,1.1,1,-2,-7,2,3,-4,6
CCOc1ccc(NC(=O)CSc2nc(N)c(-c3ccccc3)c(=O)[nH]2)cc1,1588,1,1,0,2,2,2,-5,4,-1
Cc1csc(SCC(=O)NC23CC4CC(CC(C4)C2)C3)n1,1496,1.1,0.9,-7,7,13,2,4,-30,9
N#Cc1c(=O)c2nc(NCCCO)ncc2n2c(=O)c3ccccc3[nH]c12,1569,1,1.1,0,3,-11,0,2,-17,4
O=C(Cn1cnc2c(oc3ccccc32)c1=O)NCC1CCCO1 (stereo not given),1624,1.1,0.9,-5,-4,14,-1,0,-12,1
COc1ccc(NC(=O)C2C3C=CC(O3)C2C(=O)NCc2cccnc2)cc1 (stereo not given),1648,1,1,-5,8,3,-2,2,-6,4
Cn1ccnc1Sc1ccc(C=O)cc1[N+](=O)[O-],1574,1,0.9,4,2,8,-7,6,1,1
O=C(CSc1nnc(-c2ccc(F)cc2)o1)N1CCN(C(=O)c2ccco2)CC1,1314,1,1.1,-4,2,-8,2,2,-14,-2
O=C(NNc1cc(Cl)ccc1Cl)c1cccnc1Cl,1430,1,1.1,-3,1,-11,2,5,-13,2
Cc1ccc(NS(=O)(=O)c2ccc(C(=O)NCC3CCCO3)cc2)cc1 (stereo not given),1644,1.1,1.1,-6,8,-12,-8,13,1,-3
O=C(Nc1ccc2c(c1)nc1n2CCOC1)C1CCCCC1,1447,1.1,1,-6,3,3,-8,0,-14,0
O=C(CN1C(=O)CSc2ccc(S(=O)(=O)N3CCOCC3)cc21)NCCCN1CCOCC1,1602,1,1.1,-2,-2,-6,-2,3,-16,-2
CCOc1ccc(CNC(=S)N/N=C/c2ccncc2)cc1,1593,1,1.1,-5,1,-10,0,6,-13,-2
COC(=O)C1SCC2C(=O)N(Cc3ccc(F)cc3)CC(=O)N21 (stereo not given),1805,1,1.2,-4,4,-17,-6,3,-12,7
CCNc1nc(Oc2ccc(C(=O)OCC)cc2)nc(N2CCOCC2)n1,1679,1,1,-1,2,3,-2,5,-3,18
Cc1ccccc1C1CCCN(Cc2nc(C3CC3)no2)C1 (stereo not given),1411,1.1,1,-12,-3,-2,-3,0,-3,-2
Cc1cc(C)cc(NC(=O)C2CCCC2)c1,1459,1.1,0.9,-8,-4,14,0,2,-12,4
COc1ccccc1OCCCC(=O)NCc1ccco1,1631,1,1,-4,-2,4,-6,5,-8,1
NC(=NCCc1c[nH]c2ccccc12)NC(=O)c1ccc(Cl)cc1,1651,1,0.8,-1,3,15,0,4,-2,7
CCOC(=O)N1CCN(c2ccc(N3C(=O)CCCC3=O)cc2[N+](=O)[O-])CC1,1555,1,1,1,1,2,-1,-3,-11,-5
O=C1CC(N2CCN(c3ccccc3)CC2)C(=O)N1c1ccc2c(c1)OCO2 (stereo not given),1682,1.1,1,-7,1,-3,1,2,-15,6
O=C1c2ccccc2C(=O)N1CCC(=O)N1CCc2ccccc21,1394,.,.,.,3,.,.,1,.,8
CCOC(=O)Cc1c(C)nc2c(-c3ccccc3OC)c(C)nn2c1C,1508,1,1.1,-2,9,-6,-2,3,-4,-7
c1ccc(-c2nnc(OCCN3CCOCC3)c3ccccc23)cc1,1513,1.1,1.1,-6,-2,-5,1,1,-9,2
O=C(COC(=O)c1cccc(NS(=O)(=O)c2ccc(F)c(F)c2)c1)NC(=O)NC1CCCCC1,1530,1,1,-1,-1,2,2,-4,6,-5
Cc1occc1C(=O)N1CCCC(CCC(=O)NCc2ccc(F)c(F)c2)C1 (stereo not given),1509,1,1,-3,0,2,-1,-7,-1,-3
COc1ccccc1N(C)S(=O)(=O)c1ccc(C(=O)NCc2ccc3c(c2)OCO3)cc1,1467,1,0.8,2,0,18,-4,-7,-3,-2
CCc1ccccc1NC(=O)c1ccc(F)c(S(=O)(=O)N2CCC(C(N)=O)CC2)c1,1398,1.1,1.1,-9,-13,-5,-4,7,-5,-15
CNC(=S)N1CCN(c2c(F)cc3c(=O)c(C(=O)O)cn(C4CC4)c3c2OC)CC1C (stereo not given),1515,1,0.9,-1,4,8,-2,1,-4,-3
COC(=O)c1ccc(N/C=C/C(=O)c2ccc(OC)c(OC)c2)cc1,1316,1.1,1,-9,-2,-2,-2,4,-3,-11
Cc1sc(-n2c(C)ccc2C)c(C#N)c1C,1586,1,1,-2,8,3,-2,-9,-11,3
C=CCNC(=O)C(C(=O)OCC)C1CCCCC1 (stereo not given),1515,1,1,0,1,3,0,-6,-5,-1
O=C(NCc1ccc(N2CCCC2=O)cc1)Nc1cccc(Cl)c1,1321,1,1,-4,-4,-2,3,2,-22,12
O=C(CSc1nc2c(cnn2-c2ccccc2)c(=O)[nH]1)NC1CCS(=O)(=O)C1 (stereo not given),1483,1.1,1,-5,11,-3,2,0,-9,7
COc1ccc(-n2nnc3c(=O)n(CC(=O)N4CCC(C)CC4)cnc32)cc1,1632,1,0.9,-2,11,7,-5,9,3,10
CC1(C)CC(=O)C=C(NC2CCS(=O)(=O)C2)C1 (stereo not given),1460,.,.,.,10,.,.,2,.,-5
O=C(COC(=O)c1ccccc1)NCc1cccs1,1446,1,1,-4,2,-2,-6,-4,-8,2
O=c1oc2ccccc2c(Nc2cccc3cccnc23)c1[N+](=O)[O-],1556,1,1.1,2,-2,-11,-5,0,-2,-8
O=C(COC(=O)c1ccccc1SCC(=O)NC1CCS(=O)(=O)C1)NC1CCS(=O)(=O)C1 (stereo not given),1461,1,1,2,0,0,1,5,-1,-6
CCOc1ccc(NS(=O)(=O)c2ccc(OCC(=O)NCCCOC)cc2)cc1,1580,1,0.9,-4,-2,14,0,-4,-16,10
